# Screening data (PubChem)
# C8 TRAIL sens: viability loss with TRAIL in NB7+C8 cells, primary screen, TRAIL sensitizer project, cell-based, ATPlite luminescence | inhibition (viability loss, TRAIL sensitization), % at 10 µM | 1% of 360,000 active;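 active means compounds causing at least 50% loss of cell viability in the single-dose screen, relative to plate controls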
# HIF-2a block: HIF-2a reporter inhibitors, primary screen, luminescence, 786-0 RCC cells | 786-0 RCC cells HIF-2a reporter, luciferase luminescence, overnight | inhibition, % at 18.8 µM | 0.72% of 360,000 active | AID 624352, 2012;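 active means inhibition of the luminescence signal of 40% or more relative to plate controls, in a single-dose primary screen at 18.75 µM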
# KKLEB tox: cytotoxicity in KKLEB CF airway cells, primary screen, cytotoxicity control for CF NF-kB inhibitor project, cell-based, uHTS, fluorescence assay plates. KKLEB CF airway cells viability, ATPlite luminescence, overnight; active compounds read low; cells stimulated with P. aeruginosa culture filtrate. activity change (cytotoxicity), % at 5 µM. 0.36% of 360,000 active;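 active means corrected activity change at or below -50% at 5 µM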
# Shn3 3UTR inh: reduction of Shn3 3'UTR firefly luciferase signal, primary screen, Schnurri-3 inhibitor project, cell-based, Clone20 osteoblasts, set 2; Clone20 osteoblast Shn3 3'UTR firefly luciferase, 24 h; inhibition, % at 12.5 µM; 0.52% of 360,000 active; AID 588674, 2011;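 active means mean inhibition of at least 75% with every replicate also reaching 75%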;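 further: 0% = median of neutral control wells and 100% = pilot-screen positive control compound; some compounds past the cut are filed as inactive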
# NR2E3 ag-1: NR2E3 agonists in two-hybrid cells, primary screen, cell-based, luminescence, CHO-S, Gal4-NCOR/VP16-NR2E3; luciferase; inhibition of corepressor binding, % at 3.98 µM; 0.35% of 360,000 active; AID 602229, 2012;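 active means inhibition above the mean of all tested compounds plus 3 SD, cut at about 70% in these data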;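 further: 0% = DMSO with NR2E3 transfected cells and 100% = cells lacking NR2E3 construct; higher means lower luciferase signal from less NR2E3 corepressor binding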
# Target sequence (Q9Y5X4 whole entry, looked up, the tested form may be a part): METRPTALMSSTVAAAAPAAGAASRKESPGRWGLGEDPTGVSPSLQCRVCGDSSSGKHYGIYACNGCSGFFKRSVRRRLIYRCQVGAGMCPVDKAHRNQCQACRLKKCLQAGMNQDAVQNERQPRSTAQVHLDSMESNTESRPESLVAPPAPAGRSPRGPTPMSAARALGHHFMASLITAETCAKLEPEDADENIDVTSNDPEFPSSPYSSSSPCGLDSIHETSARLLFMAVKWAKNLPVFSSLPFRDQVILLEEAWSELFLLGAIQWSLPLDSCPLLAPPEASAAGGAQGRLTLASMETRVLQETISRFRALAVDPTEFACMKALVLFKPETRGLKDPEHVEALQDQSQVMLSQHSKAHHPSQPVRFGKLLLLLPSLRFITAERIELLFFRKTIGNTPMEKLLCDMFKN
# TWEAK Fn14 block: inhibitors of TWEAK-Fn14 signaling, primary screen, luciferase reporter cells, uHTS. TWEAK-stimulated Fn14 reporter cells, luciferase luminescence, 8 h. inhibition, % at 10 µM. 2% of 360,000 active. AID 1159606, 2016; in the data active means inhibition above about 50%
# Peg3 promoter: Peg3 promoter-driven luciferase inhibitors, primary screen, cell-based, HeLa, luciferase luminescence. HeLa PEG-Prom luciferase reporter, overnight. inhibition, % at 20 µM. 1.7% of 360,000 active;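 active means inhibition of at least 50% at 20 µM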
# TROY NFkB inh: inhibitors of TROY-driven NF-kB signaling, primary screen, Q293 LMP1-TROYcd cells, NF-kB luciferase, uHTS | Q293 LMP1-TROYcd NF-kB luciferase reporter, 4 h | inhibition, % at 10 µM | AID 1347056, 2019 | 0.98% of 360,000 active;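 active means compounds whose plate-normalised and pattern-corrected inhibition of the luciferase reporter signal at the single screening dose is 50% or more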
# CF NFkB inh: inhibitors of PAF-induced NF-kB signaling, primary screen, cell-based, GFP fluorescence, uHTS; KKLEB NF-kB-GFP reporter, GFP fluorescence overnight; inhibition, % at 5 µM; 0.86% of 360,000 active;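 active means at least 50% inhibition at 5 µM, scaled per plate between neutral and stimulator controls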;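 further: PAF is a Pseudomonas aeruginosa culture filtrate used as stimulus; plate controls were PAF-stimulated DMSO wells for no effect and unstimulated DMSO wells for full effect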
# NR2E3 ag-2: inhibitors of NR2E3-RetCOR corepressor binding, primary screen, NR2E3 agonist project, biochemical, TR-FRET, GST-NR2E3, biotin-RetCOR; Photoreceptor-specific nuclear receptor (Homo sapiens), Q9Y5X4; 1536-well; inhibition of corepressor binding, % at 4.78 µM; 0.12% of 320,000 active; AID 2300, 2010;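 active means percent inhibition above the cutoff of mean plus 3 SD of all tested compounds, set per screening campaign, cut at about 20% in these data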;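 further: 0% = DMSO wells and 100% = biotin wells as full block of FRET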
#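 Material: NR2E3–RetCOR corepressor complex / Amount: 1.35 nM GST-NR2E3 / Medium: Tris pH 7.5 / Compound: single nominal compound dose of 4.8 µM / Incubation: 5 h at 4 °C / Technique: TR-FRET, Eu(K)-anti-GST donor, streptavidin-D2 acceptor, ex 340, em 617/671 nm / Read-out basis: percent loss of FRET ratio relative to control wells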
# TRPM1 prom inh: inhibitors of MITF-dependent TRPM1 promoter reporter, primary screen, cell-based, SK-MEL-5, single point, luciferase | inhibition, % at 12.5 µM | SK-MEL-5 TRPM1 promoter luciferase, 24 h | AID 488899, 2010 | 0.83% of 330,000 active;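 active means mean inhibition across replicates of 60% or more, whatever share of single replicates reaches that level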; further: values of inactives mirror those of a sister screen read the other way
# The depositor's hits bear a star; x = not tested or not shown.
# Results follow in this order: Peg3 promoter, CF NFkB inh, NR2E3 ag-1, C8 TRAIL sens, KKLEB tox, Shn3 3UTR inh, TRPM1 prom inh, HIF-2a block, TROY NFkB inh, TWEAK Fn14 block, NR2E3 ag-2
COc1ccc(NC(=O)Oc2ccccc2)cc1Cl
    -18, 10, -14, -7, -8, -24, -9, -16, 3, -21, 0
Cc1cc(-c2ccccc2)c(C#N)c(SCC(N)=O)n1
    11, -8, 10, 1, 12, 13, 2, 16, 7, 1, 0
CCN(C[C@H]1N[C@@](Cc2ccccc2)(C(=O)OC)[C@H]2C(=O)N(C)C(=O)[C@@H]12)C(C)=O
    11, 5, -1, -17, 4, -7, 2, -3, 3, 12, x
CC(=O)Nc1ccc(NC(=O)CSc2ncnn2-c2ccccc2)cc1
    6, -7, -16, 6, -11, 9, -4, 7, 3, -19, -2
CCOC(=O)N1CCN(C(=O)C2CC(=O)N(Cc3ccc(OC)cc3)C2)CC1 (stereo not given)
    4, 3, -2, -11, -1, -4, 11, 6, x, 72*, 1
COc1cccc(Nc2nc(C(N)CC(C)C)cs2)n1 (stereo not given)
    12, -17, -14, -6, -8, 15, x, -1, 5, 0, x
Cc1nc2c(C(=O)O)cnn2c(C)c1Cc1ccccc1F
    15, 10, 4, -3, 1, -47, -9, 15, 11, -7, -2
CCC(NC(=O)CC[C@H]1O[C@@H](n2cc(C)c(=O)[nH]c2=O)C[C@@H]1O)c1ccccc1 (stereo not given in full)
    -9, -10, -21, -20, 8, -25, 0, 11, -7, -10, x
O=S(=O)(Nc1ccc2c(c1)OCCO2)c1cccc2cccnc12
    6, -13, -31, -14, -1, 10, -4, 7, 10, 16, 2
Cc1nnc(SCC(=O)N2c3ccccc3C(C)(c3ccc(Cl)cc3)CC2(C)C)s1 (stereo not given)
    51*, 20, 10, 17, 4, 37, 3, 23, 23, 32, -2
COc1ccc(NC(=O)CSCc2cc(=O)n3cc(C)sc3n2)cc1
    2, -12, 7, -10, 19, -4, 9, 12, -13, 0, 1
Brc1ccc(/C=N/Nc2ccccc2)cc1
    -237, -15, -7, 16, -2, -52, -81, -249, -42, -24, 0
COc1ccc(Nc2nc(N)c([N+](=O)[O-])c(NCCO)n2)cc1
    10, -4, 23, -10, 7, -31, x, -56, -6, -1, 0
Cc1ccc(S(=O)(=O)Nc2ccccc2F)cc1C(=O)NNC(=O)c1csc(N2CCOCC2)n1
    -2, -4, 11, -1, 20, -19, -7, -1, 6, 0, 3
Cc1cccc(NS(=O)(=O)c2ccc(S(=O)(=O)N3CCCC3)cc2)c1
    8, -8, -17, -3, -3, 11, x, 14, 15, -5, x
Cc1cccc(CSc2nnc(Cn3c(=O)sc4ccccc43)n2C)c1
    0, 1, -1, -14, -1, 3, -12, 3, -9, -3, -4
CCOc1ccc2nc(NC(=O)CCC(=O)c3cccs3)sc2c1
    -200, -13, -103, 24, -2, -20, -69, -204, -59, -10, 0
O=C(CSc1nnc(-c2cccnc2)n1C1CCCCC1)NC1CCCC1
    10, 11, -1, 6, -12, -3, 3, 10, 17, -15, 2
COCCn1nnnc1C(c1cc2cc(C)ccc2[nH]c1=O)N1CCN(C2CCCCC2)CC1 (stereo not given)
    8, -4, -15, 0, 9, -35, -1, 8, -1, -8, 4
CN(CC(=O)Nc1ccc(F)c(F)c1F)C(=O)C1CCCCC1
    7, 6, -9, 3, -10, 6, 8, 3, -15, -1, x
N#Cc1cc(-c2ccccc2)nnc1Sc1ccc(F)cc1
    9, 2, 3, 11, 6, 7, -3, -18, -17, -5, 0
CC(C)c1ccc(NC(=O)Nc2cnccn2)cc1
    -313, 9, -111, 35, -3, -78, -80, -262, -30, -15, 0
COc1ccc(/C=C/CN2CCN(CCc3ccccc3)C(CCO)C2)cc1 (stereo not given)
    0, 2, 1, 13, -3, -21, 1, -6, -1, 5, 2
COc1ccccc1NS(=O)(=O)c1ccc2oc(SC3CCOC3=O)nc2c1 (stereo not given)
    14, 2, -6, -8, -1, -22, 2, 12, 4, 5, -2
COc1ccccc1OCC(=O)NCC1CCCN(C(=O)c2ccccc2C(C)=O)C1 (stereo not given)
    10, -2, -6, 12, -8, -20, 2, -1, 1, -1, 0
COc1ccc(NC(=O)CC(C)C)c(OC)c1
    -10, -6, -16, 3, -1, 6, 12, -5, 12, -16, 5
COc1cc(/C=C2\Oc3ccc(C#Cc4ccc(O)cc4)cc3C2=O)cc(OC)c1
    14, 37, 0, 65*, -45, 70, 73*, -1, -14, -25, x
Cc1cc(/C(N)=N/OC(=O)c2ccc(Cl)cc2)no1
    -248, -13, -143, 14, 5, -63, -161, -297, -7, 7, 3
COc1cc(C(=O)N(C)CC(=O)Nc2cccc(F)c2)ccc1OCc1ccccc1
    -17, 14, 5, 3, 3, 12, -10, -3, 4, 24, -1
Cc1c(NC(=O)COC(=O)c2ccc(S(=O)(=O)N3CCOCC3)cc2)c(=O)n(-c2ccccc2)n1C
    -3, -3, -31, 5, 4, 2, -3, 15, -14, 1, -1
CCOC(=O)C(=O)Nc1nnc(Cc2ccc(OC)c(OC)c2)s1
    -12, 8, 0, -3, 9, 1, -1, 13, 16, -14, 2
O=C(CC1CCC1)Nc1cccc2c([N+](=O)[O-])cccc12
    -21, 31, -4, 17, -6, 19, x, -8, -37, 19, 5
C=CCOc1ccc(/C=C2/C(=O)ON=C2C)cc1OCC
    49, -10, -20, -25, 1, -5, 20, 24, -5, -2, 1
O=C(CC(=O)c1ccccc1O)c1cccc(F)c1
    -57, -16, -24, 31, 1, 2, -6, -118, -38, -28, 1
Oc1ccc(Cl)cc1CNCc1ccc(F)c(F)c1
    -59, 2, -7, -5, -7, -27, -22, -36, -21, -19, -2
CC1(C)CC(=O)C=C(Nc2ccc(Cl)c(Br)c2)C1
    15, 29, 13, 9, -19, 6, 2, 13, 13, 7, 2
COC(=O)c1ccc(C2C(C(=O)Nc3ccccc3C)=C(C)Nc3ncnn32)cc1 (stereo not given)
    16, 9, -12, -3, 0, -4, 5, 16, 7, -1, 0
CC1CCN(C(=O)c2ncn3c2c(=O)[nH]c2ccc(Br)cc23)CC1
    11, -3, 3, 14, -2, -23, x, -8, -14, -12, x
Cc1ccc(C)c(S(=O)(=O)c2c(C)cc(C)[nH]c2=O)c1
    -3, 1, -4, -3, -3, -3, 4, 12, -17, 5, 1
O=C(COC(=O)CSc1ccccc1)Nc1ccc(F)cc1F
    -2, -18, 20, 0, 9, -14, 9, 4, -4, -7, x
O=C1CCc2ccccc2N1Cc1ccccc1
    9, 18, -26, 13, 4, -13, -14, 4, 3, -4, -1
Cc1cc(N2CCCc3ccccc32)n2ncnc2n1
    15, -25, -12, -8, -10, -6, 11, 13, -1, 24, 4
CC(CC(=O)NC1CCCCC1)S(=O)(=O)c1ccc2c(c1)NC(=O)CO2 (stereo not given)
    -8, -1, -18, 5, 5, 3, 2, 5, 7, 4, 0
NC1=NC(=O)/C(=C/c2ccsc2)S1
    -26, 5, -21, -1, 5, -11, -9, -9, 3, 5, 0
O=C(CSC(=S)N1CCCCC1)Nc1nc(-c2ccccc2)c(-c2ccccc2)o1
    0, 3, -22, -15, 9, -1, 18, 21, -23, -3, 0
COc1ccc(/C=C/C(=O)N(C)CC(=O)Nc2cccc(F)c2)cc1S(=O)(=O)N1CCCCC1
    27, 13, -21, 16, -20, -19, 17, 18, 18, 14, x
O=C(O)CCCC(=O)N1CCc2cc(S(=O)(=O)N3CCc4ccccc43)ccc21
    -5, -22, -27, 7, 3, 3, 7, 29, 14, -1, 2
O=C(COc1ccc(Br)cc1F)NC1CC1
    -55, -4, -24, -3, 3, -13, -45, -98, -48, 12, x
Cc1noc(/C=C/N(C)C)c1S(=O)(=O)N1CCCC(C(=O)NCc2ccccc2Cl)C1 (stereo not given)
    8, 16, -11, 7, -4, -6, 5, 1, 7, 11, 4
Cc1ccc(C)c(OCCC(=O)OCC(=O)Nc2ccc(N3CCOCC3)cc2)c1
    6, 0, 4, -11, 0, -6, -6, -10, -7, -6, 5
COc1cc(CCC(=O)N2CCN(c3cccc(C)c3C)CC2)cc(OC)c1OC
    15, 3, 13, -3, -2, 23, 2, 5, 13, -2, 3
CCOc1ccccc1-c1cc(NC)ncn1
    -16, 10, -16, -1, -1, -18, x, 3, 6, -6, x
Cc1ccc(C(=O)NC(=S)N2CCCC2)cc1
    -19, -21, 0, 0, 6, 3, -8, -28, -7, -6, 1
C=C(C)c1cccc(C(C)(C)NC(=O)Nc2cc(C)ccn2)c1
    -11, 5, -17, 17, 2, -22, -6, -51, 52*, 44, -2
CCc1ccc2nc(NC(=O)C3CCN(c4ncnc5sc(C)c(C)c45)CC3)sc2c1
    -215, -7, -96, 5, -7, -14, -20, -160, -43, 13, 3
Cc1cccc(NS(=O)(=O)c2ccc3[nH]c(=O)[nH]c3c2)c1C
    21, -18, -28, 9, 10, 17, 3, 27, 19, 20, x
CCN(CC)S(=O)(=O)c1ccc(-c2nnc(SC)o2)cc1
    -23, 6, -15, 4, 1, 5, -12, -11, -21, -21, -1
CN(C)S(=O)(=O)c1ccc(NC(=O)c2cc(F)c(F)cc2Cl)cc1
    10, 0, -10, -6, 7, 20, -2, 6, -16, -18, 0
N#CC(c1nc2ccccc2nc1N1CCOCC1)S(=O)(=O)c1ccccc1 (stereo not given)
    19, 3, 9, 23, -6, -5, -7, 14, 11, 8, -1
O=C(CCC(=O)N1CCOc2ccccc21)NC1CCCCCC1
    -19, 18, -36, -1, 6, -12, x, -16, 0, -7, 3

# Next entries
# Results follow in this order: Peg3 promoter, CF NFkB inh, NR2E3 ag-1, C8 TRAIL sens, KKLEB tox, Shn3 3UTR inh, TRPM1 prom inh, HIF-2a block, TROY NFkB inh, TWEAK Fn14 block, NR2E3 ag-2
Cc1ccc(Cn2nnc3c(=O)[nH]c(C4CCCN(C(=O)c5ccco5)C4)nc32)cc1 (stereo not given)
    9, -3, -18, 3, 1, -3, -1, 21, 3, 14, -3
CC[C@]1(C(=O)OC)[C@H]2C(=O)N(Cc3ccccc3)C(=O)[C@H]2[C@H]2CN=C(SCC(=O)c3ccccc3)N21
    -13, 13, -23, 2, 3, -9, 4, -8, 0, -33, x
CC(=O)Nc1cccc(-c2ccnc3c2CC(C(=O)NCC2CC2)O3)c1 (stereo not given)
    20, 4, 10, 11, -11, 9, x, 10, 12, 7, x
O=C1c2cccc3cccc(c23)C(=O)N1Cc1ccco1
    3, 15, -13, -6, -8, -3, -8, -2, -31, -21, 1
CS(=O)(=O)N1CCCC(C(=O)NCc2ccco2)C1 (stereo not given)
    8, 8, 3, -11, -13, 1, -3, 19, -6, 15, 1

# Only part of the results is shown; count on the stated rates, not on these rows.
